Abeta rescue = qHTS for compounds that reverse cellular toxicity of Amyloid beta (A-beta) peptide in yeast: Primary Screen | actives 0.063% (n = 410,000) | Potency, µM (highest dose often 46.1 µM), for inactives: at the top dose growth rescue, usual class: activators | yeast expressing A-beta42, growth rescue, OD600, 48 h; response scale: 0% DMSO, 100% iron-clioquinol control | AID 1347071, 2019; note: potency is the fitted concentration of half-maximal effect; nearly all actives have a fitted effect of over 55% in size
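Growth rescue measured by 600 nm absorbance after 48 h yeast culture at 30 C with compound. Values normalized between DMSO and an equimolar ferric chloride plus clioquinol control.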
PLK1 PBD inh = qHTS for Inhibitors of PLK1-PDB (polo-like kinase 1 - polo-box domain): Primary Screen | Plk1 PBD binding of FITC phosphopeptide, fluorescence polarization | Serine/threonine-protein kinase PLK1 (Homo sapiens), P53350 | actives 2.8% (n = 360,000) | Potency, µM, inactives show max response, negative = inhibition, most hits filed as inhibitors | AID 720504, 2013; note: potency is the fitted concentration of half-maximal effect; series mostly up to about 57 µM; % is set by controls: 0 for no effect and ±100 for the full control effect; nearly all actives have a fitted effect of over 65% in size
Target sequence (P53350 whole entry, looked up, the tested form may be a part): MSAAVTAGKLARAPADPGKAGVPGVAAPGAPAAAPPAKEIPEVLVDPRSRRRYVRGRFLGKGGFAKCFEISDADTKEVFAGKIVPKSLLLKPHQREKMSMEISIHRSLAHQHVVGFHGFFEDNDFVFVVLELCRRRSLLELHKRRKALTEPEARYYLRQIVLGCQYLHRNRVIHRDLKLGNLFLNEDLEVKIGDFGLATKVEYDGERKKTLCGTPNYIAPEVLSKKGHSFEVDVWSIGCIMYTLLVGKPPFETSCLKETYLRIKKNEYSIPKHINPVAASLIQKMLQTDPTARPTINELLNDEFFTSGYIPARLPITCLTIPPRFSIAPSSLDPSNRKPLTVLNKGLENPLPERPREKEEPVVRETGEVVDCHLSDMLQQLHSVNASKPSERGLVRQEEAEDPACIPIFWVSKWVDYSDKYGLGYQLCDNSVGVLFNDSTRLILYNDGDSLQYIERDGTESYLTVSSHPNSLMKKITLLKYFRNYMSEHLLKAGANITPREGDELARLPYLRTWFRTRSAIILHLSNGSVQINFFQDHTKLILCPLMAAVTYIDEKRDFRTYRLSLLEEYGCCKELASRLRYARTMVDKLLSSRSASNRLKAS
EPAC1 antagonist = qHTS for Antagonist of cAMP-regulated guanine nucleotide exchange factor 3 (EPAC1): primary screen | Potency, µM (series often up to 115 µM), for the others: at the top dose activity change, negative = inhibition, hits mostly inhibitors | EPAC1 GEF assay, Rap1b-BODIPY-GDP exchange fluorescence | actives 0.14% (n = 360,000) | Rap guanine nucleotide exchange factor 3 (Homo sapiens), O95398 | AID 720709, 2013;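 note: potency is the fitted concentration of half-maximal effect; plate controls were vehicle for no effect and positive control for full effect; nearly all actives have a fitted effect of over 50% in size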
WRN inhibitor = qHTS for Inhibitors of WRN Helicase; WRN helicase unwinding, fluorescent forked duplex, kinetic; actives 0.46% (n = 360,000); Bifunctional 3'-5' exonuclease/ATP-dependent helicase WRN (Homo sapiens), Q14191; Potency, µM (highest dose often 114 µM), for inactives: at the top dose activity change, negative = inhibition, most hits filed as inhibitors; AID 651768, 2012; note: potency is the fitted concentration of half-maximal effect; % is set by controls: 0 for no effect and ±100 for the full control effect; nearly all actives have a fitted effect of over 55% in size
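Screening of the MLSMR collection measured strand separation of a quenched forked DNA duplex (100 nM) by 20 nM WRN with 2 mM ATP, all final. Compounds were preincubated with enzyme 15 min at room temperature.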
FUS yeast rescue = qHTS for Suppressors of FUS Proteinopathy: Primary screen using FUS-linked yeast assay; S. cerevisiae FUS-expressing, growth rescue, OD600, 24 h; Potency, µM (doses to about 76.6 µM), for the others: top-dose growth rescue (activation), hits mostly activators; AID 1347120, 2019; actives 0.24% (n = 390,000);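 note: potency is the fitted concentration of half-maximal effect; plate controls were DMSO vehicle for no effect and reference control for full effect; nearly all actives have a fitted effect of over 55% in size; some results filed as inactive show a strong effect at the top dose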
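Steps: raffinose overnight preculture; dilution to OD 0.005 in 2% galactose minimal medium; compound addition (concentration series); 24hr at 30C, 99% humidity; absorbance read at 600 nm.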
IL-2 act = qHTS of IL-2 Activators. activation, % (series mostly up to about 46 µM). AID 652025, 2013. actives 0.065% (n = 360,000). IL-2 activation reporter assay, cell-based qHTS; stimulated with anti-CD3/CD4/CD28 beads; in transgenic mouse T cells; in the data active = activation above about 50%; inconclusive = mostly about 30% to 49%; note: 0% is about no effect
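Unstimulated transgenic mouse T cells; 60-min compound exposure; bead-based TCR/CD4/CD28 stimulation; 18 h culture, 37 degrees C; dual fluorescence (EGFP, DsRed) plate cytometry.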
PI5P4Ka inh = qHTS for Inhibitors of phosphatidylinositol 5-phosphate 4-kinase (PI5P4K); Phosphatidylinositol 5-phosphate 4-kinase type-2 alpha (Homo sapiens), P48426; PI5P4Kalpha enzyme, ADP-Glo luminescence, 60 min; stronger effect = lower value; max response, %; actives 1.2% (n = 330,000); active = max response of -50% or lower; inconclusive = between -30% and -50%; inactive = -30% or higher; note: value at the top dose of about 77 µM; % is set by controls: 0 for no effect and ±100 for the full control effect
Target sequence (P48426 whole entry, looked up): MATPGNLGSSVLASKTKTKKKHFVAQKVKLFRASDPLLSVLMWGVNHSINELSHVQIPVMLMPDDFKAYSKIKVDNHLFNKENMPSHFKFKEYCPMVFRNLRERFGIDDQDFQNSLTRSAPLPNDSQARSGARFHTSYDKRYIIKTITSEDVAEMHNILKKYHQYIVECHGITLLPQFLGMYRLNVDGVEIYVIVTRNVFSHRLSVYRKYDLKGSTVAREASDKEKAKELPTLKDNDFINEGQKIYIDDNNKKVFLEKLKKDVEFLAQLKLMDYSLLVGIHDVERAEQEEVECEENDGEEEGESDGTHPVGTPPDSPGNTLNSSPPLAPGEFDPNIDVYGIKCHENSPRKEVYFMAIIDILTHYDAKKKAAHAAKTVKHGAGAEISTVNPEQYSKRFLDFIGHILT
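Enzyme plus substrate dispensed, test compounds pinned in, then ATP (5 microM final) added. After 60 min at RT, ADP-Glo reagent 1 for 45 min and reagent 2 for 30 min preceded luminescence imaging.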
aSyn yeast inh = qHTS of alpha-syn Inhibitors; Yeast expressing alpha-synuclein, growth rescue, BacTiter-Glo, 24 h; Potency, µM (highest dose often 46.1 µM), for the others: at the top dose growth rescue (activation), actives largely listed as activators; actives 0.14% (n = 370,000); AID 652106, 2013; note: potency is the fitted concentration of half-maximal effect; % of control where 0% means no effect; nearly all actives have a fitted effect of over 65% in size
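Screening used galactose-induced yeast with toxic alpha-synuclein levels, exposed to compound for 24 hr at 30 deg C. Cell growth, read with BacTiter-Glo luminescence, gave the measured signal.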
EPAC1 ag = qHTS for Agonist of cAMP-regulated guanine nucleotide exchange factor 3 (EPAC1): primary screen; Rap guanine nucleotide exchange factor 3 (Homo sapiens), O95398; EPAC1 agonist qHTS, biochemical assay; response scale: 100% = response to 6.5 mM cAMP; Potency, µM (doses to about 154 µM), inactives show top-dose activation, actives largely listed as activators; actives 0.073% (n = 360,000); AID 720707, 2013; note: potency is the fitted concentration of half-maximal effect; nearly all actives have a fitted effect of over 60% in size
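Nucleotide exchange assay: 100 nM EPAC1 with 250 nM Rap1B loaded with BODIPY-GDP and 50 uM GDP, room temperature. Fluorescence (480/540 nm) read every 5 min for 30 min; signal change normalized to 6.5 mM cAMP as full agonist.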
Numbers without * were called inactive; & = joins results of further samples; [ ] = another dose, or the depositor's remark. Unless noted, calls come from the whole dose curve; as a rule, active = well fitted curve in the direction sought with a large enough effect; inconclusive = small, poorly fitted or top-dose-only effect, or another doubt; inactive = no such curve, though single readings can be large; an effect the other way counts as inactive or inconclusive.

C[C@H](CO)N1C[C@H](C)[C@H](CN(C)S(=O)(=O)c2ccccc2)OCc2cnnn2CCCC1=O was read as Abeta rescue -2%, PLK1 PBD inh -3%, EPAC1 antagonist 8%, WRN inhibitor 5%, FUS yeast rescue 6%, IL-2 act -1.3, PI5P4Ka inh -7, aSyn yeast inh inconclusive and EPAC1 ag -5%.
COC1Cc2ccccc2N(C(=O)N2CCN(CCO)CC2)c2ccccc21 (stereo not given) was read as Abeta rescue 8%, PLK1 PBD inh inconclusive, EPAC1 antagonist 1%, WRN inhibitor -1%, FUS yeast rescue 1%, IL-2 act -1.9, PI5P4Ka inh 3, aSyn yeast inh -2% and EPAC1 ag -7%.
`CCCN(CC1CC1)C(=O)CSc1ncnc2sccc12` gave Abeta rescue 19%, PLK1 PBD inh -6%, EPAC1 antagonist -16%, WRN inhibitor 4%, FUS yeast rescue -10%, IL-2 act 0.8, PI5P4Ka inh -1, aSyn yeast inh -1% and EPAC1 ag -14%.
COc1ccc(OC)c(NC(=O)Nc2cccc3ccccc23)c1 was read as Abeta rescue 10%, PLK1 PBD inh -1%, EPAC1 antagonist 3%, WRN inhibitor 4%, FUS yeast rescue 12%, IL-2 act -1.5, aSyn yeast inh -2% and EPAC1 ag -4%.
`O=C(O)/C=C/C(=O)NNc1ncnc2ccccc12` gave Abeta rescue 8%, PLK1 PBD inh -6%, EPAC1 antagonist 2%, WRN inhibitor 0%, FUS yeast rescue 6%, IL-2 act -0.3, PI5P4Ka inh -9, aSyn yeast inh -6% and EPAC1 ag 11%.
For COc1cccc(CSc2nc3cc4c(cc3cc2C)OCCO4)c1 the results were Abeta rescue -6%, PLK1 PBD inh -5%, EPAC1 antagonist -3%, WRN inhibitor 0%, FUS yeast rescue -9%, IL-2 act -3.6, PI5P4Ka inh 4, aSyn yeast inh -15% and EPAC1 ag -5%.
Screening CCOc1cc(CNC(C)(C)CO)cc(Br)c1OCc1ccc(Cl)cc1Cl returned Abeta rescue -43%[inhibitor], PLK1 PBD inh 2%, EPAC1 antagonist -3%, WRN inhibitor -2%, FUS yeast rescue 21%, IL-2 act 1.3, aSyn yeast inh -34%[inhibitor] and EPAC1 ag 9%.
For O=S1(=O)CC(N2CCN(CCO)CC2)CN1Cc1ccccc1 (stereo not given) the results were Abeta rescue -24%, PLK1 PBD inh -10%, EPAC1 antagonist 5%, WRN inhibitor 0%, FUS yeast rescue -23%, IL-2 act -0.4, PI5P4Ka inh 4, aSyn yeast inh 1% and EPAC1 ag -2%.
For C=CCn1c(C)c(C(=O)OCC)c2cc(O)c3ccccc3c21 the results were Abeta rescue 11%, PLK1 PBD inh -1%, EPAC1 antagonist 2%, WRN inhibitor -1%, FUS yeast rescue 11%, IL-2 act 2.0, PI5P4Ka inh -4, aSyn yeast inh 0% and EPAC1 ag 2%.
N#CCCN(C(=O)COC(=O)CCC(=O)c1cccs1)c1ccccc1 was read as Abeta rescue 22%, PLK1 PBD inh -3%, EPAC1 antagonist 2%, WRN inhibitor -3%, FUS yeast rescue -4%, IL-2 act -0.4, PI5P4Ka inh 3, aSyn yeast inh 7% and EPAC1 ag 13%.
CC(C)N1C(=O)CCC1C(=O)O (stereo not given) was read as Abeta rescue 2%, PLK1 PBD inh -1%, EPAC1 antagonist 2%, WRN inhibitor -1%, FUS yeast rescue -6%, IL-2 act -0.1, PI5P4Ka inh 5, aSyn yeast inh -2% and EPAC1 ag 3%.
For CC(C)Cn1c(SC(C)C(=O)NCC2CCCO2)nc2ccc(Cl)cc2c1=O (stereo not given) the results were Abeta rescue 17%, PLK1 PBD inh -9%, EPAC1 antagonist -3%, WRN inhibitor -9%, FUS yeast rescue 2%, IL-2 act -0.5, PI5P4Ka inh 4, aSyn yeast inh 0% and EPAC1 ag 11%.
`COc1ccc(O)c(CN2CCC(n3nccc3NC(=O)CCOc3ccccc3)CC2)c1` gave Abeta rescue 3%, PLK1 PBD inh -18%, EPAC1 antagonist -5%, WRN inhibitor -7%, FUS yeast rescue 28%, IL-2 act -2.4, PI5P4Ka inh 2, aSyn yeast inh 6% and EPAC1 ag 1%.
CN(C)C(=O)CN1CCN(Cc2cn(C)nc2-c2ccc3c(c2)OCCO3)CC1 was read as Abeta rescue -25%, PLK1 PBD inh -11%, EPAC1 antagonist 4%, WRN inhibitor 1%, FUS yeast rescue -1%, IL-2 act -0.7, PI5P4Ka inh 0, aSyn yeast inh 1% and EPAC1 ag 3%.
For COC(=O)c1ccccc1-c1ccc(C(c2c(C)[nH][nH]c2=O)c2c(C)[nH][nH]c2=O)o1 the results were Abeta rescue 21%, PLK1 PBD inh inconclusive, EPAC1 antagonist -21%, WRN inhibitor -17%, FUS yeast rescue 8%, IL-2 act -3.2, PI5P4Ka inh 1, aSyn yeast inh 1% and EPAC1 ag 15%.
`N#Cc1ccccc1Sc1ccccc1N` gave Abeta rescue inconclusive, PLK1 PBD inh -6%, EPAC1 antagonist -4%, WRN inhibitor -15%, FUS yeast rescue 30%, IL-2 act 0.0, aSyn yeast inh 10% and EPAC1 ag -2%.
`CN(c1ccccc1C(=O)NCc1ccccc1Cl)S(=O)(=O)c1ccccc1` gave Abeta rescue -2%, PLK1 PBD inh 7%, EPAC1 antagonist 9%, WRN inhibitor -1%, FUS yeast rescue 22%, IL-2 act -0.4, PI5P4Ka inh 0, aSyn yeast inh 6% and EPAC1 ag 13%.
For CCSc1ccc([C@@H]2[C@@H]3C(=O)N(C)C(=O)[C@@H]3[C@]3(C(=O)OC)CCCCN23)cc1OC the results were Abeta rescue 14%, PLK1 PBD inh -21%, EPAC1 antagonist -6%, WRN inhibitor -5%, FUS yeast rescue 36%, IL-2 act -2.9, PI5P4Ka inh 2, aSyn yeast inh 7% and EPAC1 ag 6%.
Screening Cn1c(=O)oc2cc(S(=O)(=O)Nc3ccc(C(=O)O)cc3)ccc21 returned Abeta rescue 17%&4%, PLK1 PBD inh -13%, EPAC1 antagonist -7%, WRN inhibitor -3%[11.6 µM], FUS yeast rescue 11%&-5%, IL-2 act -1.9, PI5P4Ka inh -11, aSyn yeast inh 1% and EPAC1 ag 5%.
COC(=O)CC1COc2ccccc2N1C(=O)c1cc(OC)c(OC)c(OC)c1 (stereo not given) was read as Abeta rescue -10%, PLK1 PBD inh -9%, EPAC1 antagonist -1%, WRN inhibitor 4%, FUS yeast rescue 8%, IL-2 act 0.4, PI5P4Ka inh 4, aSyn yeast inh -20% and EPAC1 ag 8%.
Screening Cc1c(-n2cccc2C=O)cccc1[N+](=O)[O-] returned Abeta rescue -11%, PLK1 PBD inh -3%, EPAC1 antagonist -26%, WRN inhibitor -3%, FUS yeast rescue 8%, IL-2 act -0.4, PI5P4Ka inh -2, aSyn yeast inh 0% and EPAC1 ag 9%.
Screening O=C(COC(=O)c1cc(=O)[nH]c2ccccc12)Nc1nc(-c2cccc(Br)c2)cs1 returned Abeta rescue -6%, PLK1 PBD inh 4%, EPAC1 antagonist -21%, WRN inhibitor 8%, FUS yeast rescue 36%, IL-2 act -2.3, PI5P4Ka inh 7, aSyn yeast inh 0% and EPAC1 ag 7%.
For COCCNc1ncnc2c1ncn2[C@H]1CN(Cc2cccs2)C[C@@H](CO)O1 the results were Abeta rescue 4%, PLK1 PBD inh 4%, EPAC1 antagonist 10%, WRN inhibitor 1%, FUS yeast rescue -3%, IL-2 act 0.4, PI5P4Ka inh -3, aSyn yeast inh -7% and EPAC1 ag -7%.
Screening CCCN1C(=O)c2ccccc2NC1c1ccc(OC)cc1O (stereo not given) returned Abeta rescue -2%, PLK1 PBD inh 2%, EPAC1 antagonist 6%, WRN inhibitor 9%, FUS yeast rescue 1%, IL-2 act 0.3, PI5P4Ka inh 2, aSyn yeast inh -13% and EPAC1 ag -6%.
For CCOc1ccc(S(=O)(=O)N2CCC(C(=O)N3CCCCCC3)CC2)cc1C the results were Abeta rescue -17%, PLK1 PBD inh -6%, EPAC1 antagonist -11%, WRN inhibitor -4%, FUS yeast rescue 19%, IL-2 act -2.7, PI5P4Ka inh 0, aSyn yeast inh -4% and EPAC1 ag 3%.
Screening O=C(CSc1nnc(Cc2ccc3c(c2)OCO3)n1C1CCCCC1)NC1CCCC1 returned Abeta rescue 0%, PLK1 PBD inh -7%, EPAC1 antagonist -2%, WRN inhibitor 3%, FUS yeast rescue 5%, IL-2 act -2.7, PI5P4Ka inh 4, aSyn yeast inh 7% and EPAC1 ag -4%.
`COC(=O)c1c(N2C(=O)Nc3ccccc3N2O)sc(C)c1C` gave Abeta rescue 0%, PLK1 PBD inh -6%, EPAC1 antagonist -29%, WRN inhibitor -6%, FUS yeast rescue -8%, IL-2 act 0.7, PI5P4Ka inh -3, aSyn yeast inh 9% and EPAC1 ag 0%.

High-throughput results as filed in PubChem.
